Assay outcomes deposited in PubChem BioAssay by National Center for Advancing Translational Sciences (NCATS).
Giardia killer: kills Giardia lamblia; activity change, % at 7.66 µM, hits read low; hit rate 0.15% among 340,000; Giardia lamblia trophozoite viability; in the data active means activity change below about -80%; inconclusive means between about -30% and that limit;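 further: parasites exposed to compound for two days anaerobically before the ATP read; on the % scale 0 is the no-effect control and ±100 the full control effect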
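Anaerobic 48 hrs incubation at 37 deg C of 100 trophozoites/well with test compounds; ATPLite 1-Step luminescence, 15-30 min RT, reports cellular ATP as viability.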
KCNH2 3.1 inh: KCNH2 3.1 (human) potassium channel inhibition; U2OS KCNH2 3.1, thallium flux FluxOr; stronger effect = lower value; activity change, % (tested at about 1.8 µM); hit rate 0.95% among 340,000; AID 720553;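 active means maximum activity change below -70%; inconclusive means maximum activity change from -70% to -50%; inactive means maximum activity change above -50%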;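 further: thallium influx rate constant from kinetic fluorescence after stimulation buffer; on the % scale 0 is the no-effect control and ±100 the full control effect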
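We transduce U2OS cells with the mutant 3.1 virus, culture them overnight, load FluxOr with Red40 quencher for 45 min, then add stimulation buffer and read kinetically for 2 min to derive a normalized rate constant.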
B2AR arrestin: beta2AR (human) beta-arrestin recruitment activity; Potency, µM (top dose mostly 46.1 µM), inactives show at the highest dose activation, usual class: activators; beta-arrestin recruitment to beta2AR, cell-based reporter; AID 492947; P07550; hit rate 0.02% among 330,000;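 further: potency means the concentration at half of the fitted maximal effect; 0% = DMSO controls and full agonism = EC100 isoproterenol or metaproterenol; nearly all actives have a fitted effect of over 65% in size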
TRPV1 ag: activates the human vanilloid receptor TRPV1 | TRPV1-expressing cells, Fluo-8 calcium influx, agonist mode | activation, % at 8.33 µM | hit rate 0.19% among 320,000; in the data active means activation above about 80%; inconclusive means between about 30% and that limit; further: 0% is about no effect
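Cells expressing TRPV1 were dye-loaded with Fluo-8 and read kinetically: 10 s baseline, 3 min after compound (agonist portion), then 2 min after EC20 capsaicin (allosteric enhancer portion). Calcium-bound dye fluorescence at 480/520 nm.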
GALK inh: galactokinase (human) inhibition; hit rate 0.007% among 270,000; Purified GALK, Kinase-Glo residual ATP luminescence; Potency, µM (series often up to 57.5 µM), for the others: at the top dose activity change, negative = inhibition, usual class: inhibitors; further: potency means the concentration at half of the fitted maximal effect; on the % scale 0 is the no-effect control and ±100 the full control effect
Target sequence (P51570 whole entry, looked up): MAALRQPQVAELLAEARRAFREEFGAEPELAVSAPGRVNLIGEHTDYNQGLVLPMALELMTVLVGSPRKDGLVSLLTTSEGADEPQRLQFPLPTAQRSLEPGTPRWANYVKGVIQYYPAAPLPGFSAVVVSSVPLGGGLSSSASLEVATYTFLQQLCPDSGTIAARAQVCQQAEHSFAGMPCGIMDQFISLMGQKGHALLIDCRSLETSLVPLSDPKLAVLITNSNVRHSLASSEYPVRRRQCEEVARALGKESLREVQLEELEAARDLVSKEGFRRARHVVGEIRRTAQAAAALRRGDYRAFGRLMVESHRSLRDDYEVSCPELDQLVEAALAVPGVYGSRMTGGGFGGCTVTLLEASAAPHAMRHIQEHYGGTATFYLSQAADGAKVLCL
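5 nM enzyme, 35 uM ATP, 100 uM galactose, 20 mM HEPES pH8.0, 5 mM MgCl2; 1 h RT; residual ATP by Kinase-Glo Plus luminescence, qHTS format.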
MLL CXXC-DNA inh: MLL CXXC-DNA interaction inhibition | Q03164 | Potency, µM (top dose mostly 115 µM), without a hit: at the top dose activity change, negative = inhibition, usual class: inhibitors | hit rate 0.037% among 290,000 | MLL-CXXC / FITC-HOXA9 DNA fluorescence polarization; active means well fitted inhibition curve with a large enough effect in the polarisation, with a control signal flat, not every such curve was filed as active; inconclusive means small, poorly fitted or top-dose-only effect, or effect the other way, or a change in a side signal; inactive means no such curve, though single readings can be large or run the other way; the % refers to the polarisation; further: potency means the concentration at half of the fitted maximal effect
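Steps: dispense CXXC domain solution (7 uM) → pin compounds or unlabeled HOX-A9 DNA control → 5 min ambient → add FLSN-HOX-A9 solution (50 nM) → spin → 30 min ambient → fluorescence polarization. Tris pH 7.5/NaCl/DTT/BSA buffer.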
hERG WT inh: inhibitors of human wildtype KCNH2 potassium channel; Q12809; U2OS, BacMam KCNH2, thallium flux FluxOr; stronger effect = lower value; activity change, % at 1.84 µM; hit rate 0.37% among 340,000; AID 720551;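 active means maximum activity change below -70%; inconclusive means maximum activity change between -70% and -50%; inactive means maximum activity change above -50%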; further: on the % scale 0 is the no-effect control and ±100 the full control effect
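U2OS cells were transduced with wild-type KCNH2 virus (2.03 x 10^8 / mL) for 4 h at room temperature, then cultured overnight at 37 C. Thallium flux was read with FluxOr dye. Rate constants were normalized to DMSO controls.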
PKM2 activator: activators of human pyruvate kinase M2 | P14618 | purified PKM2, Kinase-Glo ATP luminescence, activation; response scale: 0% is enzyme alone, no compound | Potency, µM (series often up to 57.5 µM), without a hit: at the top dose activation, actives largely listed as activators | hit rate 0.34% among 260,000 | AID 1631; further: potency means the concentration at half of the fitted maximal effect; on the % scale 0 is the no-effect control and ±100 the full control effect; nearly all actives have a fitted effect of over 55% in size
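Purified hPK-M2 (>95% pure) converted ADP (0.1 mM final) to ATP with 0.5 mM PEP in 50 mM imidazole pH7.2, KCl, MgCl2, Tween 20, BSA; 1 h at room temperature. ATP detected by Kinase-Glo luminescence.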
USP2a inh: inhibitors of human ubiquitin-specific protease USP2a; USP2 core, Ub-CHOP2 coupled fluorogenic reporter, 485/531; Potency, µM (titrated, usually from 38.3 µM), inactives show at the top dose activity change, negative = inhibition, hits mostly inhibitors; hit rate 0.01% among 330,000;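 further: potency means the concentration at half of the fitted maximal effect; plate controls were DMSO wells for no effect and full inhibition by NEM control for full effect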
Target sequence (O75604 whole entry, looked up): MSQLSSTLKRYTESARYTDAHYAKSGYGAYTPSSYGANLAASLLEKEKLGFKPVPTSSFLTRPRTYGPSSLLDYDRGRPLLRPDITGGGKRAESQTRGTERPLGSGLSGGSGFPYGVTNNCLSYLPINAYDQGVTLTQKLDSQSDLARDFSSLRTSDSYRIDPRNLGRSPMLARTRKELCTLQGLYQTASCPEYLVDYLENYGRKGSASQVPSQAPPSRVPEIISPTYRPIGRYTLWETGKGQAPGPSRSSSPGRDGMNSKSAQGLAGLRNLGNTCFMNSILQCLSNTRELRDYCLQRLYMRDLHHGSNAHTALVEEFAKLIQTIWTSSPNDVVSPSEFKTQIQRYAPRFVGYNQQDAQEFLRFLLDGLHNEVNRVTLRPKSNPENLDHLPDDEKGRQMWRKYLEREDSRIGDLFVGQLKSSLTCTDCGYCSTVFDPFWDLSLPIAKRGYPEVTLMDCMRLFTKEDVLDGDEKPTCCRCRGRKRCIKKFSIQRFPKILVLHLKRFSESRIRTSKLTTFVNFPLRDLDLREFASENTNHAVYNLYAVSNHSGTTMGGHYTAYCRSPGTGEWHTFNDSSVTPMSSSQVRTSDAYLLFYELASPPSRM
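Deubiquitinase activity read as fluorescence (485/531 nm) after Ub-CHOP2 cleavage activates the enterokinase reporter on its substrate; USP2 core 10nM, Ub-CHOP2 and substrate 25nM each, 30min compound preincubation then 60min RT; data normalized to NEM, curves fitted.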
Coupling enz: inhibits coupling enzyme system, counter-screen for aldolase hits. coupling enzyme system counterscreen, AmpLite Red fluorescence. activity change, negative = inhibition, % at 58.2 µM, hits read low. hit rate 0.67% among 290,000; in the data active means activity change below about -30%; further: on the % scale 0 is the no-effect control and ±100 the full control effect
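Final compound at 57.5 uM, incubated 10 min at RT with coupling enzyme reagent (glyceraldehyde-3-phosphate), then 20 min with substrate and AmpLite Red detection. Fluorescence read at 525/598 nm; tests interference with the coupling assay, not aldolase inhibition.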
Menin MLL FP TR: inhibitors of human menin-MLL interaction, mutant MLL peptide; O00255; Menin + Texas Red MLL mutant peptide, fluorescence polarization; Potency, µM (top dose mostly 61.6 µM), without a hit: at the highest dose FP activity change, negative = inhibition, actives largely listed as inhibitors; hit rate 0.23% among 270,000; AID 1768; active means well fitted inhibition curve with a large enough effect in the polarisation, with a control signal flat, not every such curve was filed as active; inconclusive means small, poorly fitted or top-dose-only effect, or effect the other way, or a change in a side signal; inactive means no such curve, though single readings can be large or run the other way; the % refers to the polarisation; further: potency means the concentration at half of the fitted maximal effect; % of control where 0% means no effect; many of its hits are not listed in these tables
Starred values were filed as active, the others as inactive; ? = inconclusive; / = no result given. Unless noted, the call rests on the fitted dose curve; in most records, active means well fitted curve in the direction sought with a large enough effect; inconclusive means small, poorly fitted or top-dose-only effect, or another doubt; inactive means no such curve, though single readings can be large; an effect the other way counts as inactive or inconclusive. The list is partial, so the mix of outcomes need not match the whole.

SMILES	Giardia killer	KCNH2 3.1 inh	B2AR arrestin	TRPV1 ag	GALK inh	MLL CXXC-DNA inh	hERG WT inh	PKM2 activator	USP2a inh	Coupling enz	Menin MLL FP TR
C/C=C/c1ccc(OCC(O)CN(C)Cc2ccc(SC)cc2)c(OC)c1 (stereo not given)	5	-112*	-0.2%	0	-4%	2%	?	/	-2%	-1	?
Cc1cc(=O)n2[nH]cnc2n1	-27	-14	-0.1%	0	-2%	15%	0	7%	6%	1	-2%
OC(CN(c1ccccc1)c1ccccc1)Cn1cnc2ccccc21 (stereo not given)	2	-10	-0.9%	12	-3%	-6%	11	0%	-9%	-5	-7%
COc1ccc2[nH]c3c(c2c1)CCN1C(=O)C(CC(=O)NCC24CC5CC(CC(C5)C2)C4)C[C@H](C(=O)N2CCCCC2)[C@@]31C (stereo not given in full)	-1	-13	2.9%	/	/	/	-1	/	4%	/	/
COC(=O)CC1C(=O)NCCN1C(=O)OC(C)(C)C (stereo not given)	-11	6	-0.5%	7	9%	1%	-21	1%	4%	-1	-11%
COc1cc(CNC(=O)CCCC(=O)c2ccccc2)cc(OC)c1OC	-7	-10	-0.1%	0	3%	-11%	1	/	2%	0	-3%
O=C(C1CC1)N1CCN=C1SCc1ccccc1	5	1	-0.3%	-2	-3%	6%	-11	-5%	2%	0	1%
N#C/C(=C/c1ccccc1)C(=O)NCc1ccccc1	8	10	-0.3%	?	-5%	13%	0	1%	0%	-2	11%
Cn1c(=O)n(C)c2cc(/C=N/NC(=O)c3cccc(Br)c3)ccc21	12	-13	-0.1%	-4	-4%	7%	1	-1%	-1%	4	/
COC(=O)c1ccccc1NC(=O)CSc1n[nH]c(C)n1	4	13	0.0%	-3	-2%	2%	4	0%	2%	-6	16%
O=S(=O)(NCc1cccnc1)c1ccc(Cl)cc1	1	3	0.4%	-1	-2%	4%	-9	0%	1%	1	0%
CN(C)CCN(C(=O)c1ccc(S(=O)(=O)N(C)CC2CCCO2)cc1)c1nc2cc3c(cc2s1)OCO3 (stereo not given)	-1	-5	-0.5%	-4	4%	-1%	8	-7%	0%	0	0%
COc1ccc(/C=C2\SC(N3CCc4ccccc4C3)=NC2=O)cc1	2	2	-4.2%	?	-1%	18%	7	13%	2%	0	1%
COC(=O)C1=C(C)OC(N)=C(C#N)C1c1ccsc1 (stereo not given)	-6	3	0.5%	1	-1%	-4%	-2	-5%	2%	-5	-1%
O=C(Nc1cccc(O)c1)c1cc(S(=O)(=O)N2CCCC2)ccc1Cl	11	10	0.2%	0	3%	4%	3	-1%	5%	3	-7%
O=C(CNC(=O)OCc1ccccc1)Oc1cc2oc(=O)cc(-c3ccccc3)c2cc1Cl	17	11	-0.1%	1	-5%	5%	4	-1%	2%	13	?
O=C(Cc1cccs1)NCc1cn2ccccc2n1	28	10	0.0%	-2	3%	10%	0	4%	-2%	4	2%
CC(=O)c1cc(CN2C(=O)CCC2=O)cs1	-2	-9	-0.9%	3	8%	1%	-7	-1%	-3%	3	6%
O=C(OCn1nnc2ccccc2c1=O)c1ccc(O)cc1	-1	8	-0.9%	0	14%	-1%	4	3%	-1%	6	2%
O=C1Nc2ccccc2OC1CC(=O)N1CCN(c2cccc(C(F)(F)F)c2)CC1 (stereo not given)	-2	19	-0.3%	-3	3%	-14%	6	0%	-11%	1	-1%
COc1cccc2c1OC1(C)CC2/C(=C(\C)O)C(=O)N1 (stereo not given)	5	-4	0.2%	4	-1%	3%	-2	2%	1%	2	12%
N#C/C(=C\c1ccc(C(=O)O)cc1)S(=O)(=O)c1cc(Br)ccc1Br	-14	-1	0.2%	2	12%	?	-25	4%	2%	4	17%
CCCn1nc(NS(=O)(=O)c2ccc(F)cc2)c2cc3ccccc3nc21	-1	8	-0.1%	3	-4%	-4%	-2	/	1%	/	/
CCNC(=S)NS(=O)(=O)c1ccc(C)cc1	7	9	0.3%	4	1%	9%	32	-18%	3%	1	-17%
CC1CCOC(c2coc3ccccc3c2=O)O1 (stereo not given)	0	1	-0.5%	4	6%	8%	7	-18%	0%	2	0%

Reprinted from the part before: 2 compounds; new compounds follow.
SMILES	Giardia killer	KCNH2 3.1 inh	B2AR arrestin	TRPV1 ag	GALK inh	MLL CXXC-DNA inh	hERG WT inh	PKM2 activator	USP2a inh	Coupling enz	Menin MLL FP TR
CCNC(=S)NS(=O)(=O)c1ccc(C)cc1	7	9	0.3%	4	1%	9%	32	-18%	3%	1	-17%
CC1CCOC(c2coc3ccccc3c2=O)O1 (stereo not given)	0	1	-0.5%	4	6%	8%	7	-18%	0%	2	0%
CCC(C(=O)O)N1C(=O)/C(=C/c2cccn2C)SC1=S (stereo not given)	-3	-15	-0.5%	-1	-3%	?	-11	-2%	15%	16	-3%
O=C(COc1ccc(Br)cc1)Nc1ccc2oc(=O)ccc2c1	17	4	0.4%	?	6%	1%	1	-16%	3%	/	/
O=S(=O)(NC1CC1)c1ccccc1	-3	-2	-0.2%	1	0%	-6%	3	0%	-2%	0	8%
CCc1ccccc1NC(=O)CN1CCN(C(=O)CN2C(=O)NC3(CCCCC3C)C2=O)CC1 (stereo not given)	-13	4	0.2%	-3	/	/	3	/	1%	/	/
Cc1cccc(C)c1NC(=S)NC(=O)CCc1ccccc1	-4	-9	-0.2%	-2	-5%	-1%	1	-1%	-1%	/	-2%
O=C(/C=C/c1ccccc1[N+](=O)[O-])Nc1cccnc1	?	12	-0.3%	3	3%	-10%	4	?	-1%	-2	29%
CCc1ncc(/C=C2\C(=O)Nc3ccccc32)[nH]1	-14	-4	-0.1%	-2	-1%	?	0	-8%	2%	0	/
CC(C)(C)n1ncc2c(=O)n(CC(=O)c3ccccc3)cnc21	4	-1	-0.9%	-3	3%	13%	-3	-13%	-1%	-1	-8%
NC(=O)C1CC(=O)N(CCc2ccc(F)cc2)C1 (stereo not given)	1	3	-0.8%	-1	4%	-8%	3	5%	0%	0	6%
CC(C)c1ccc(Cc2nnc(NCCCO)[nH]c2=O)cc1	-9	12	-0.1%	3	3%	1%	-2	/	-2%	1	-2%
Cn1nc(C(C)(C)C)cc1NC(=O)Nc1ccc(Cl)cc1	-17	-9	-0.8%	-2	-1%	-5%	-5	-15%	-3%	1	/
COc1ccc(NC(=S)Nc2cc(C)[nH]n2)cc1Cl	-10	7	-0.3%	-4	1%	9%	-8	-3%	13%	2	/
O=[N+]([O-])c1ccc2[nH]cc(S(=O)(=O)N3CCN(c4cccc(Cl)c4)CC3)c2c1	16	-32	-0.4%	14	1%	5%	-22	9%	-9%	2	?
COc1cccc(/C=N/n2c(C3CCCCC3)n[nH]c2=S)c1O	-6	-9	-0.2%	1	1%	-7%	-19	/	0%	2	24%
CCOc1ccc(C2=C(C=C(C#N)C#N)C(c3ccccc3)c3ccccc3O2)cc1 (stereo not given)	10	-19	-0.5%	?	2%	12%	1	2%	2%	0	-28%
CC(C)(C)c1nc2scc(-c3ccc(Br)cc3)c2c(=O)o1	-18	-22	0.2%	4	0%	0%	-5	-4%	0%	0	11%
O=C1c2ccccc2[C@@H]2C[C@@H](O)[C@H](Nc3ccccc3Cl)CCN12	-15	-2	-0.2%	/	/	/	0	/	1%	/	/
Cc1ccc(CSC2=NCCN2S(=O)(=O)c2ccc(F)cc2)cc1	16	-21	-0.5%	4	5%	4%	0	11%	-15%	/	/
COCCCN(C(=O)Nc1cccc(Cl)c1)C(C)c1ccccn1 (stereo not given)	24	/	-0.4%	7	0%	-7%	0	1%	-1%	4	1%
CC(Sc1nnc(-c2ccco2)n1C)C(=O)Nc1nccs1 (stereo not given)	12	2	-0.9%	-7	/	/	0	/	2%	/	/
Cc1ccc(C(=O)N2CCCCC2)cc1S(=O)(=O)N1CCCCCC1	22	-20	-0.8%	22	4%	10%	-5	3%	3%	/	/
CCCCNC(=O)O[C@@H]1C[C@@H]2CCN3C(=O)CCC[C@H]([C@H]1CC)[C@H]23	23	3	-0.6%	2	/	5%	-6	1%	3%	-1	1%
O=C(/C=C/c1ccc(Cl)cc1Cl)NCc1ccco1	11	2	-2.7%	?	3%	-2%	7	-3%	1%	-6	27%
COc1ccc(C)cc1NC(=O)CSc1nnc(COc2ccc(C)cc2)n1Cc1ccco1	-11	-9	0.4%	0	-1%	8%	5	2%	-1%	-1	18%
O=C(c1ccc(CN2CCOCC2)cc1)N1CCN(c2cccc(Cl)c2)CC1	-1	13	?	21	-2%	-3%	6	-2%	-1%	4	/
Cc1cccc2cc(CN(Cc3cccs3)C(=S)NCc3ccco3)c(=O)[nH]c12	-16	-12	-0.7%	1	0%	16%	0	3%	3%	0	?
